G9a block – inhibitors of human histone lysine methyltransferase G9a; Q96KQ7; G9a H3K9 monomethylation, AlphaScreen, 2 h; Potency, µM (top dose mostly 102 µM), without a hit: at the top dose activity, negative = inhibition, hits mostly inhibitors; 8.8% of 350,000 active; AID 504332; also: potency is read from the fitted curve at half-maximal effect; % is scaled to controls: 0 for no effect and ±100 for the full control effect; nearly all actives have a fitted effect of over 75% in size
Target sequence (Q96KQ7 913-1193 limits assumed): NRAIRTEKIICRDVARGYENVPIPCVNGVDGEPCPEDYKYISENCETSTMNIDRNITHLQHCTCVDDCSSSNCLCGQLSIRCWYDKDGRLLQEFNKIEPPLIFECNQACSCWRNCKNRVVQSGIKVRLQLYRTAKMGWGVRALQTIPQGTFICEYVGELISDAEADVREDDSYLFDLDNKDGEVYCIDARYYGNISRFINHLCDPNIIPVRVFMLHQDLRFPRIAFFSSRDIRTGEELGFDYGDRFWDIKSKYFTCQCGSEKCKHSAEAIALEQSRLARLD
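AlphaScreen detection with an anti-monomethyl H3K9 antibody quantified product after a 2 h room-temperature reaction containing 500 nM biotinylated H3K9 peptide, 20 µM SAM and 20 nM enzyme, which had been preincubated 15 min with compound.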
BAZ2B inh – inhibitors of human BAZ2B bromodomain; Q9UIF8; Potency, µM (doses to about 114 µM), for inactives: top-dose activity change, negative = inhibition, hits mostly inhibitors; AID 504333; AlphaScreen BAZ2B-H3K14Ac peptide displacement; 4.4% of 360,000 active; also: potency is read from the fitted curve at half-maximal effect; % is scaled to controls: 0 for no effect and ±100 for the full control effect; nearly all actives have a fitted effect of over 60% in size
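Multi-concentration screen (max 110 uM) measuring displacement of acetylated histone H3 peptide from BAZ2B by AlphaScreen, using 50 nM protein, 50 nM peptide and 10 ug/mL streptavidin donor plus Ni-chelate acceptor beads.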
PGK inhibitor – T. brucei PGK inhibition. P07378. PGK/GAPDH coupled, Kinase-Glo luminescence, 60 min. 0.043% of 380,000 active. AID 602233. Potency, µM (top dose mostly 57.5 µM), without a hit: at the highest dose activity change, negative = inhibition, usual class: inhibitors; also: potency is read from the fitted curve at half-maximal effect; % is scaled to controls: 0 for no effect and ±100 for the full control effect; nearly all actives have a fitted effect of over 60% in size
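Luminescent ATP detection (Kinase-Glo Plus) follows a 60-minute room-temperature incubation, with wells lacking PGK as controls. Buffer: 100 mM TEA (pH 7.6), 5 mM MgCl2, 0.01% Tween-20. Coupling enzyme GAPDH (100 nM final) supplies unstable 1,3-BPG in-well.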
Pin1 inhibitor – inhibitors of human Pin1 | Pin1 FP peptide displacement, HiFluor488, 10 min | Potency, µM (highest dose often 115 µM), without a hit: at the highest dose activity, negative = inhibition, usual class: inhibitors | 0.009% of 390,000 active | AID 504891; active = well fitted inhibition curve with a large enough effect in the polarisation, with a control signal flat, not every such curve was filed as active; inconclusive = small, poorly fitted or top-dose-only effect, or effect the other way, or a change in a side signal; inactive = no such curve, though single readings can be large or run the other way; the % refers to the polarisation; also: potency is read from the fitted curve at half-maximal effect; % is scaled to controls: 0 for no effect and ±100 for the full control effect
JMJD2A Tudor inh – blocks the human JMJD2A Tudor domain; O75164; AlphaScreen JMJD2A-Tudor / H3K4me3 peptide binding; Potency, µM (titrated, usually from 114 µM), for inactives: at the highest dose activity change, negative = inhibition, usual class: inhibitors; 4.4% of 390,000 active; AID 504339; also: potency is read from the fitted curve at half-maximal effect; % is scaled to controls: 0 for no effect and ±100 for the full control effect; nearly all actives have a fitted effect of over 50% in size
HP1b binding inh – blocks HP1-beta chromodomain binding to methylated histone tails. P83916. AID 540317. AlphaScreen HP1-beta / biotin-H3K9me3 peptide binding. Potency, µM (highest dose often 114 µM), for inactives: at the top dose activity change, negative = inhibition, usual class: inhibitors. 0.56% of 390,000 active; also: potency is read from the fitted curve at half-maximal effect; nearly all actives have a fitted effect of over 70% in size; inactives centre near 23
Target sequence (P83916 whole entry, looked up): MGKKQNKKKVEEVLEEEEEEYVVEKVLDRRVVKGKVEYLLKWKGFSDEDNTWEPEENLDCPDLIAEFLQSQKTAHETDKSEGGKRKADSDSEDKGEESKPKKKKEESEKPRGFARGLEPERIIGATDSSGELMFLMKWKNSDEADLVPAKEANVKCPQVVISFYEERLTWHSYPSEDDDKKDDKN
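AlphaScreen: HP1-beta (50 nM) preformed 30 min with biotin-H3(1-18)K9me3 peptide (50 nM) in PBS pH 7.4, 0.01% Tween-20. Compound added for 30 min at RT, then streptavidin donor/nickel chelate acceptor beads (10 ug/mL) for 30 min.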
GLS inh – glutaminase GLS (human) inhibition. AID 624170. 0.21% of 410,000 active. Potency, µM (highest dose often 45.5 µM), for the others: top-dose activity change, negative = inhibition, usual class: inhibitors. O94925. GLS enzymatic activity, qHTS titration; also: potency is read from the fitted curve at half-maximal effect; % is scaled to controls: 0 for no effect and ±100 for the full control effect
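Human kidney-isoform GLS in 45 mM KH2PO4 pH 8.2, 0.02% Tween-20, with compound, started with 1mM L-Glutamine (added stock). Glutamate oxidase/HRP/Amplex red coupled fluorescence read at start and after 30 min at RT.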
POLH inh – inhibitors of human DNA polymerase eta | recombinant Pol eta, fluorescent DNA replication assay | Potency, µM (doses to about 114 µM), for inactives: top-dose activity change, negative = inhibition, most hits filed as inhibitors | 1.2% of 390,000 active; also: potency is read from the fitted curve at half-maximal effect; % is scaled to controls: 0 for no effect and ±100 for the full control effect
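Pol eta at 10 nM preincubated with compounds 15 min at room temperature; reaction started with fluorescent substrate (50 nM final) and read kinetically at 0 and 10 min.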
PI4K2A inh – inhibitors of human PI4K2A; Q9BTU6; purified PI4K2A, ADP-Glo luminescence, 1 h; stronger effect = lower value; activity change, negative = inhibition, % at 76.9 µM; 0.13% of 420,000 active; in the data active = activity change below about -50%; inconclusive = mostly about -30% to -49%;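 also: -100% = wells without enzyme as full effect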
Target sequence (Q9BTU6 whole entry, looked up): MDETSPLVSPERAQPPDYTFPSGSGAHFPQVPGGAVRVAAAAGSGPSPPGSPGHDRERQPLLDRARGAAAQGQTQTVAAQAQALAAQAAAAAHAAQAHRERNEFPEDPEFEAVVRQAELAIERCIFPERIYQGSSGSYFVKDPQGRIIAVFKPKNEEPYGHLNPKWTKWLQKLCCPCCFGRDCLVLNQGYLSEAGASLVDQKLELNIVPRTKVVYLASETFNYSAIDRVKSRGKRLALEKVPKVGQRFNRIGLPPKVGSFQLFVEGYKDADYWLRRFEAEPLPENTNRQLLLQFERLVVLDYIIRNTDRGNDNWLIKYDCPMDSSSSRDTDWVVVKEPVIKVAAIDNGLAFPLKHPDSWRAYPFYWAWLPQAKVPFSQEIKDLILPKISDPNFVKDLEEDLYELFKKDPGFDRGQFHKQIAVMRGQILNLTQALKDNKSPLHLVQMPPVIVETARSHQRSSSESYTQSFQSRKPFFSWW
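In this quantitative HTS, ADP production by PI4K2A was quantified luminescently after 1 h at ambient temperature; 100 microM adenosine served as plate-quality control.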
Numbers without * were called inactive; i = inactive; ? = inconclusive; · = not tested or not shown; [ ] = remark or other dose. Unless noted, calls follow the shape of the dose curve; as a rule, active = well fitted curve in the direction sought with a large enough effect; inconclusive = small, poorly fitted or top-dose-only effect, or another doubt; inactive = no such curve, though single readings can be large; an effect the other way counts as inactive or inconclusive. A portion of the library; rates above refer to the full screens.

SMILES | G9a block | BAZ2B inh | PGK inhibitor | Pin1 inhibitor | JMJD2A Tudor inh | HP1b binding inh | GLS inh | POLH inh | PI4K2A inh
CCC(CC)c1nn2c(=O)cc(COc3ccc(NC(=O)c4ccccc4C)cc3)nc2s1 | 7%[59 µM] | 3% | -2% | 32%[activator] | 4% | 42%[activator] | -7% | -14% | 9
CC(C)OCCCNC(=O)CN1C(=O)c2cccnc2Sc2ccccc21 | -5%[59 µM] | -3% | -3% | -7% | -2% | 22% | 2% | 5% | -2
C/C(=N\NC(=O)c1nnn(-c2nonc2N)c1-c1cccs1)c1ccc(O)cc1 | 17% | -15% | i | 9% | 2% | 39% | 11% | -6% | -2
CC1CCN(C(=O)CCNS(=O)(=O)c2ccc3c(c2)oc(=O)n3C)CC1 | 7% | -1% | i | -3% | -19% | 29% | -1% | -6% | 5
COc1cc(C(=O)N/N=C(\c2ccccc2)c2ccccn2)cc(OC)c1OC | 55%[activator][59 µM] | ? | i | -2% | ? | 22% | 6% | 4% | 2
COc1cc(C(=O)N(C)CCOc2ccc(C)cc2)ccc1OC1CCN(C(C)=O)CC1 | -5% | -4% | -9% | -13% | -13% | 33% | 0% | -17% | 5
CC(C)CCn1c(COc2ccccc2)n[nH]c1=S | 1.8µM* | -19% | -9% | -5% | -12% | 34% | -3% | -2% | 16
c1ccc2c(c1)oc1c(NCCCN3CCOCC3)ncnc12 | 3%[59 µM] | · | 3% | -3% | -6% | 20% | 15% | -1% | -14
O=C(Nc1cc(Br)ccc1O)C1CC(c2c(F)cccc2Cl)=NO1 (stereo not drawn) | · | 9%[0.457 µM] | -4% | 0% | -12% | 11% | 8% | -18% | -2
COc1ccc(OCCCC(=O)Nc2cccc([N+](=O)[O-])c2C)cc1 | ? | 1% | i | 7% | -28% | 24% | -1% | -11% | -2
O=C1CSC2(C(=O)N(Cc3ccccc3F)c3ccccc32)N1c1ccc(F)cc1 (stereo not drawn) | -34%[59 µM] | ? | -4% | -4% | -32% | 13% | -10% | -4% | -1
CC12CN3CCN(CC(C3)/C1=N\N=C1/C3CN4CCN(C3)CC1(C)C4)C2 | 7%[59 µM] | 5% | i | 2% | -5% | 30% | 1% | -3% | 0
CCN(CC)C(=O)C(=O)c1cccn1-c1ccccc1C#N | 21%[2.33 µM] | 2% | 1% | -1% | 8% | 22% | 9% | 9% | -17
COc1ccc(-n2nc(C(=O)Nc3cc(OC)c(OC)c(OC)c3)c3ccccc3c2=O)c(OC)c1 | 3% | 3% | i | 2% | -35% | 21% | -10% | -27% | -2
Cc1ccc(/C=C2\SC(=S)N(CC(=O)Nc3cccnc3)C2=O)cc1 | ? | 5% | 15% | 22% | -1% | 15% | 0% | ? | 2
COc1cc2c(=O)c(S(=O)(=O)c3ccccc3)cn(CC(=O)Nc3ccccc3C)c2cc1OC | -7%[59 µM] | -6% | -10% | 11% | -15% | 23% | -6% | ? | -6
COc1cc(/C=C/C(=O)OCc2cn3cc(Cl)ccc3n2)ccc1O | -1%[12.7 µM] | -17% | -2% | 5% | -19% | 25% | 7% | -4% | -1
Cc1ccc(C)c(SCC(=O)OCC(=O)Nc2ccc(S(=O)(=O)N3CCOCC3)cc2)c1 | -8%[59 µM] | 2% | · | 3% | -20% | 12% | 3% | -12% | -3
O=C(COC(=O)C1CC(=O)N(c2nc(-c3ccccc3)cs2)C1)c1ccccc1 (stereo not drawn) | 1%[59 µM] | 7% | 7% | 9% | -11% | 9% | 7% | -7% | 2
COC(=O)c1ccc(-n2c(C)cc(/C=N/n3cnnc3)c2C)cc1 | 56µM* | ? | 6% | 3% | 16%[11.4 µM] | 18% | 0% | -14% | -6
CCOC(=O)c1sc(C)c2c1NC(C)(c1cccc3ccccc13)NC2=O (stereo not drawn) | 8% | 0% | -6% | -1% | -29% | 12% | 5% | -17% | 10
CCOc1ccc2[nH]cc(C(=O)N3CCN(C4CCCCC4)CC3)c(=O)c2c1 | · | · | i[11.5 µM] | 1% | -5% | 36%[activator] | -1% | -11% | -1
OC(COc1ccc2ccccc2c1Br)Cn1cnc(-c2ccccc2)c1 (stereo not drawn) | ? | ? | 9% | 10% | ? | -17% | 3% | -19% | 4
Cc1cc(C)c(S(=O)(=O)NCc2ccncc2)c(C)c1 | 5%[12.7 µM] | 7% | -9% | -6% | -13% | 38%[activator] | -10% | -13% | 1
COc1ccc(/C=N/c2oc(-c3ccccc3)cc2C#N)cc1OC | ? | ? | -5% | 2% | ? | ? | 23% | -6% | -1
COc1ccc([C@H]2CC(=O)C=C(c3cccc(OC)c3)C2)cc1 | -4%[0.501 µM] | 3% | 8% | ? | 0% | 67%[activator] | 1% | -27% | 1
CSc1ccc(C(=O)C2CCCN(C(=O)CCc3cnn(C)c3)C2)cc1 (stereo not drawn) | 80%[activator] | 1% | -6% | -2% | -3% | 22% | -3% | -14% | 4
CCOc1ccc(C(=O)NCC(c2cccs2)N2CCOCC2)cc1 (stereo not drawn) | · | · | 3% | -1% | -12% | 36%[activator] | -3% | -3% | 5
COCCNC(=O)C(c1ccc(O)cc1)N(C(=O)CCC(=O)Nc1nccs1)c1cccc(C)c1 (stereo not drawn) | 4% | 0% | -9% | -6% | -13% | -3% | 13% | 0% | 1
CN(C)CCCCOc1ccc(F)cc1 | 8.9µM* | 79µM* | -5% | -10% | 0.89µM* | ? | -3% | -8% | 3
Cc1nccc(-c2cccc(N/N=C(\C#N)C(=O)c3ccccc3)c2)n1 | ? | -28% | -3% | -3% | ? | -5% | 13% | -13% | -2
O=C(Cn1cnnn1)NC1CCCN(Cc2ccccc2F)C1 (stereo not drawn) | -6% | -9%[57.1 µM] | -8% | 3% | -8% | 30% | 3% | -8% | -1
O=C(c1ccco1)N1CCN(c2ncnc3scc(-c4ccc(F)cc4)c23)CC1 | -15%[59 µM] | -6% | 2% | -3% | -20% | 4% | -4% | 6% | 2
COc1ccc(OC)c(NC(=O)COC(=O)CCCN=C2NS(=O)(=O)c3ccccc32)c1 | · | · | -9% | -6% | -19% | -9% | -5% | -5% | 3
COc1ccc(NC(=O)CN2C(=O)C3(SCC(=O)N3c3cccc(OC)c3)c3ccccc32)cc1 (stereo not drawn) | -31%[59 µM] | 1%[57.1 µM] | -8% | 5% | -21% | -4% | -5% | ? | -1
COc1ccc(C2CC(=O)c3c(ccc4ccccc34)N2)cc1OC (stereo not drawn) | 41%[12.7 µM] | -11% | -8% | -2% | 6% | 22% | -4% | ? | 1
CCOc1cc(C(=O)NC(=S)Nn2cnnc2)cc(OCC)c1OCC | 25µM* | -30% | -9% | -1% | ? | -7% | -5% | -17% | -3
C[n+]1ccc(C(=O)NCCC[N+](C)(C)C)cc1/C=N/O | -2% | -13% | i | 1% | -11%[57.1 µM] | 48%[activator] | 54%[activator] | -18% | -3
O=C(CN1C(=O)COc2ccccc21)c1cccc(Cl)c1 | 20% | 12% | -6% | 0% | 6% | 19% | -7% | -4% | 7
CCOC(=O)C1CCN(C(=O)c2cc3sc(C)cc3n2C)CC1 | -4%[59 µM] | ? | i | -1% | ? | -8% | -18% | -3% | 0
CCOc1cc(/C=N/NC(=O)Cn2nc([N+](=O)[O-])cc2C)ccc1OCc1ccc(F)cc1 | -2%[0.0925 µM] | -5% | -4% | 6% | -15% | 43%[activator] | -2% | 7% | 1
Cc1nnc(NC(=O)CN2CCN(Cc3ccccc3)CC2)s1 | · | -7% | -1% | -3% | 6% | 31% | -9% | -18% | 2
CSCCC(NC(=O)c1ccccc1Cl)C(=O)NCCOc1ccc(C)cc1 (stereo not drawn) | · | · | 6% | · | · | · | 7% | -3% | -3
CCOC(=O)NC(Nc1ncccn1)(C(F)(F)F)C(F)(F)F | 0% | 8% | i | -5% | -12% | 32% | -4% | 0% | -9
O=c1[nH]c(C2CCN(S(=O)(=O)c3ccccc3)CC2)nc2c1nnn2Cc1cccc(Cl)c1 | -16% | 1% | -8% | 14% | -13% | 20% | 0% | 6% | 2
CCCn1c(SCC(=O)NCCc2ccccc2)nnc1-c1ccco1 | 21%[59 µM] | -1% | -5% | 0% | -3% | 35%[activator] | 8% | 11% | 12
Cc1ccc2cc(C3C(C#N)=C(N)Oc4c3ccc3cccnc43)c(=O)[nH]c2c1 (stereo not drawn) | -20%[0.0925 µM] | ? | i | ? | ? | 29% | -5% | -18% | 4
Cc1cc(C)c(S(=O)(=O)c2ccc(F)cc2C)c(=O)[nH]1 | -3% | 32%[activator] | -6% | -5% | 2% | 30% | 10% | 9% | -2
O=C(CSc1ncnc2nc[nH]c12)N1CCOCC1 | 5%[59 µM] | 2% | · | 4% | -4% | 25% | 1% | 1% | 2
O=C(CSc1nc2ccccc2c(=O)n1-c1ccccc1F)N1CCOCC1 | · | · | 0% | 18% | -18% | 15% | 3% | -1% | -5
Cc1ccc(S(=O)(=O)N(C)c2ccc(OC(=O)COc3ccccc3)cc2)cc1 | · | · | -5% | 10% | 5% | 39%[activator] | 26% | -13% | 11
CC(C)(C)c1ccc(C(=O)N2CCN(CCNC(=O)C(=O)Nc3ccc(F)cc3)CC2)cc1 | ? | -17% | i | -13% | -15% | 24% | -8% | -21% | -1
CC(OC(=O)C1CC1C)C(=O)Nc1ccc(Cl)cn1 (stereo not drawn) | 0% | 0% | -3% | -1% | 1% | 23% | -9% | -3% | 1
O=C(CN1C(=O)NC2(CCOc3ccccc32)C1=O)c1cccs1 (stereo not drawn) | · | · | -11% | 0% | -18% | 33% | -3% | -18% | 2
CCOC(=O)c1ccccc1NC(=O)c1sc2ccccc2c1Cl | 14%[59 µM] | 31% | 8% | 1% | 56%[activator] | 108%[activator] | -1% | -10% | -2
